# KCNQ1 act: potentiators or activators of human KCNQ1 potassium channel | P51787 | CHO-K1 KCNQ1, thallium flux FluxOR fluorescence; hits give high values | B-score at 10 µM | 310,000 compounds, 0.35% hits;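 active means fluorescence ratio B-score, a plate-corrected score, at least three library SD, with initial intensity B-score within 5 SD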
#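 assay system = KCNQ1-transfected CHO-K1 cells | medium = assay buffer with matched DMSO | probe or stimulus = depolarizing K+/Tl+ stimulus, K2SO4 and Tl2SO4 each 12.5 mM in 5x stock | dosing = single dose | incubation = dye 90 min, compound 20 min, room temperature | detection = kinetic FluxOR fluorescence, 10 s baseline plus 110 s post-stimulus | evaluation = ratio B score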
# Dyrk1A ADPGlo: Dyrk1A (rat) kinase inhibition; 310,000 compounds, 0.43% hits; Q63470; ADP-Glo luminescence, NFATc1 peptide; inhibition, % at 12.5 µM; in the data active means inhibition above about 50%;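 further: plate controls were vehicle with enzyme for no effect and no enzyme for full effect; many of its hits are not listed in these tables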
# KCNK3 block: human KCNK3 channel inhibition, primary screen; O14649; AID 602410; 340,000 compounds, 0.84% hits; B-score at 10 µM; CHO-KCNK3 thallium flux, FluxOR fluorescence; hits give low values;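 active means B-score under library mean minus 4 SD, starting fluorescence ratio at most library mean plus 5 SD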;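 further: more negative B-score means stronger inhibition of thallium flux through KCNK3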
# PolyA inh: blocks polyadenylation in yeast reporter cells; S. cerevisiae SKY197-pL101 polyadenylation reporter, beta-gal luminescence; efflux-impaired pdr1/pdr3 knockout yeast; score 100 = 6 SD above DMSO; calls only at 12 µM; 300,000 compounds, 0.02% hits;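 active means lowest replicate activity score at least 50, where 100 means six control SD above control mean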;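 further: yeast exposed to compound for 9 h at 30 °C; higher score means more reporter readthrough which indicates perturbed polyadenylation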
# KCNQ1 inh: blocks the human KCNQ1 potassium channel. CHO-K1 KCNQ1, FluxOR thallium flux fluorescence; hits give high values. B-score at 10 µM. 310,000 compounds, 1.3% hits;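 active means compounds whose thallium flux B-score, printed positive for inhibition, exceeds three library SD while starting fluorescence stays within three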;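 further: channel opened by potassium depolarization with thallium stimulus after 20 min compound exposure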
# TRPC4 PAM: TRPC4 (mouse) allosteric potentiation | HEK293 TRPC4beta/mu-opioid, DAMGO EC20, Fluo-4 Ca2+ flux; hits give high values | B-score at 10 µM | 310,000 compounds, 0.42% hits | AID 2227;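 active means B-score of calcium response area above 5 SD of library B-scores, with initial fluorescence ratio within 5 SD of library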;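 further: B-score of integrated fluorescence ratio over time as area under calcium response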
# Target sequence (Q9QUQ5 whole entry, looked up): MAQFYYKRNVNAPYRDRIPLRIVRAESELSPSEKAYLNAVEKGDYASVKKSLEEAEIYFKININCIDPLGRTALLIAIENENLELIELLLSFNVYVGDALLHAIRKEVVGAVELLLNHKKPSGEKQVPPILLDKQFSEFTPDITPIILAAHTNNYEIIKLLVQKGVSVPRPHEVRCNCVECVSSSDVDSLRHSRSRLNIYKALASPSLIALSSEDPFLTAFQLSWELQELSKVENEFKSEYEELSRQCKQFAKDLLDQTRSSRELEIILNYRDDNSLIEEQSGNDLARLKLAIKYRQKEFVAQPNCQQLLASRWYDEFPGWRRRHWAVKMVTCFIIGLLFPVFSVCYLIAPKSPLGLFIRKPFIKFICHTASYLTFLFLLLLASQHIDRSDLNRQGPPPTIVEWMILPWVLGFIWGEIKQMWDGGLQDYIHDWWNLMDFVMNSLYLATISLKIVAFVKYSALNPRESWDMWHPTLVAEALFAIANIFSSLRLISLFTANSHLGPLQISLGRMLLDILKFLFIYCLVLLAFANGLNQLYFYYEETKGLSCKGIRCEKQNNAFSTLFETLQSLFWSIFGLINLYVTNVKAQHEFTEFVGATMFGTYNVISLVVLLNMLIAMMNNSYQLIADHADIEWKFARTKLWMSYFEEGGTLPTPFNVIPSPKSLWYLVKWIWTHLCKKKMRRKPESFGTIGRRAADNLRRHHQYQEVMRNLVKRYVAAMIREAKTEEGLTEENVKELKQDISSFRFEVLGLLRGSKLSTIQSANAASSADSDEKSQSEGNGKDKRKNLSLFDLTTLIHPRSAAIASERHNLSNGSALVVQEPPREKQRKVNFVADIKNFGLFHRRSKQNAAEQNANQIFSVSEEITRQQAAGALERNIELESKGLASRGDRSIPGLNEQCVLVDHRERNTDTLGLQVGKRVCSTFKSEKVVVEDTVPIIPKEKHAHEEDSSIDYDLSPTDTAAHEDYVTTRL
# TRPC4 act: TRPC4 (mouse) channel activation; Q9QUQ5; HEK293 TRPC4beta/mu-opioid, Fluo4 calcium fluorescence; hits give high values; B-score at 10 µM; 310,000 compounds, 0.49% hits;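 active means B-score above 5 SD of library B-scores, and initial fluorescence ratio not above library mean plus 5 SD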;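 further: positive B-score marks a calcium rise read as TRPC4 activation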
#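 Assay system: HEK293 cells stably co-expressing mouse TRPC4beta and mu-opioid receptor / Timing: Fluo4 dye loading 45 min at room temperature, 110 s recording / Signal: Fluo4 calcium-sensitive dye fluorescence, kinetic, 1 Hz baseline / Read-out: integrated baseline-normalised fluorescence ratio, converted to per-well B score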
# KCNK9 block: blocks the human KCNK9 two-pore domain potassium channel | B-score at 10 µM | Q9NPC2 | AID 488922 | HEK293 KCNK9, FluxOR thallium flux fluorescence; hits give low values | 310,000 compounds, 1.2% hits;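 active means ratio B-score over 3 SD below the library mean, with starting fluorescence within 5 SD of its mean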;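 further: negative B-score means less thallium flux so channel inhibition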
# TRPC4 inh: TRPC4 (mouse) channel inhibition | AID 2247 | HEK293 TRPC4beta/mu-opioid, DAMGO-evoked Fluo4 calcium flux; hits give low values | B-score at 10 µM | Q9QUQ5 | 300,000 compounds, 0.39% hits;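 active means B-score over 3 SD under the library average, no early fluorescence shift, positive overall ratio signal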
#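 Material: HEK293 cells with stable TRPC4beta plus mu-opioid receptor expression; probe or stimulus: DAMGO in two steps, submaximal then maximal; technique: Fluo4 calcium fluorescence by kinetic imaging, 5 s 1 Hz baseline; measure: integrated fluorescence ratio relative to baseline, converted to per-well B score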
# hERG rescue: hERG (human) protection from proarrhythmic block. Q12809. CHO-hERG, FluxOR thallium flux, dofetilide IC70 present. activation (rescue from dofetilide block), less the hit threshold, % at 10 µM. 310,000 compounds, 0.51% hits. AID 1511;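 active means activation above the mean of controls blocked by dofetilide plus 5 SD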;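 further: thallium influx through hERG after potassium depolarization seen as dye fluorescence rise; in these data hits start at about 4.7%; inactives centre near -7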
# Platelet DG rel: modulates dense granule release in human platelets; human platelet-rich plasma, SFLLRN dense granule ATP release, luminescence; inhibition, %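 (compounds screened at 7.5 µM in platelet-rich plasma)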; 300,000 compounds, 0.22% hits; AID 1663;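 active means mean replicate score, as percent of positive control, at or above 50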
# * hit, by the source's call; i = inactive; . = not tested or not shown. Some of the compounds tested (hit frequency here may not be typical).
smiles	KCNQ1 act	Dyrk1A ADPGlo	KCNK3 block	PolyA inh	KCNQ1 inh	TRPC4 PAM	TRPC4 act	KCNK9 block	TRPC4 inh	hERG rescue	Platelet DG rel
CN1C(=O)C(C(=O)Nc2ccccc2F)c2ccccc21 (centres undefined)	i	-56	i	i	i	i	i	i	i	-11	2
O=C(CN1C(=O)NC2(CCCC2)C1=O)N1CCN(c2ccccc2O)CC1	i	5	i	i	i	i	i	i	i	-9	-2
Cc1ccc(/C=C/C(=O)N2CCN(c3ncccn3)CC2)o1	i	-1	i	i	i	i	i	i	i	3	0
Cc1nc2ccc(NC(=O)N3CCCCC3)cc2s1	i	2	i	i	i	i	i	i	i	-14	22
CCOc1cc(/C=N/n2cnnc2)c(Br)cc1O	i	-2	i	i	i	i	i	i	i	-7	-5
COc1ccccc1N1CCN(c2cc(=O)n(-c3ccc(Cl)cc3)c(=O)[nH]2)CC1	i	9	i	i	i	i	i	i	i	-10	-4
COC(=O)NCCOC(=O)N(O)c1ccc(Br)cc1	i	2	i	.	i	i	i	i	i	-13	-18
O=C(COc1ccc2c(c1)OCO2)NC12CC3CC(CC(C3)C1)C2	i	-4	i	i	i	i	i	i	i	-11	0
Cc1c(CCC(=O)N2CCC(C(=O)O)CC2)c(=O)oc2cc3oc4c(c3cc12)CCCC4	i	-16	i	i	i	i	i	i	i	-2	9
O=C(c1ccc(COc2ccc(F)cc2)o1)n1cc(Br)cn1	i	-3	i	i	i	i	i	i	i	1	-2
Cc1ccc(CNC(=O)C2CCC(=O)N(CCc3ccccn3)C2)s1 (centres undefined)	i	-3	i	i	i	i	i	i	i	-13	3
Cc1ccc(OCCC(=O)N(CC(=O)Nc2ccccc2C(F)(F)F)Cc2ccco2)cc1	i	-6	i	i	i	i	i	i	i	-5	9
Cc1c(CN2CCC(CO)(CCOc3ccccc3)CC2)[nH]c2ccc(Cl)cc12	i	14	i	i	i	i	i	i	i	-22	0
Cc1ccc(C(=O)N/C(=C/c2cn(-c3ccccc3)nc2-c2ccccc2)C(=O)O)cc1	i	-1	i	i	i	i	i	i	i	-14	-2
O=C(CSc1nnnn1-c1ccccc1)CSc1nnnn1-c1ccccc1	i	1	i	i	i	i	i	i	i	-8	12

# For convenience, 3 of the compounds above:
smiles	KCNQ1 act	Dyrk1A ADPGlo	KCNK3 block	PolyA inh	KCNQ1 inh	TRPC4 PAM	TRPC4 act	KCNK9 block	TRPC4 inh	hERG rescue	Platelet DG rel
CN1C(=O)C(C(=O)Nc2ccccc2F)c2ccccc21 (centres undefined)	i	-56	i	i	i	i	i	i	i	-11	2
O=C(CN1C(=O)NC2(CCCC2)C1=O)N1CCN(c2ccccc2O)CC1	i	5	i	i	i	i	i	i	i	-9	-2
Cc1ccc(/C=C/C(=O)N2CCN(c3ncccn3)CC2)o1	i	-1	i	i	i	i	i	i	i	3	0

# Next section.
smiles	KCNQ1 act	Dyrk1A ADPGlo	KCNK3 block	PolyA inh	KCNQ1 inh	TRPC4 PAM	TRPC4 act	KCNK9 block	TRPC4 inh	hERG rescue	Platelet DG rel
CCOc1ccc2nc(N3CCCC(C(=O)NC4CCCC4)C3)sc2c1 (centres undefined)	i	-4	i	i	i	i	i	i	i	-9	-10
CCn1ccnc1C(O)(c1ccccc1)c1ccccc1	i	-3	i	i	i	i	i	i	i	-7	-4
CC(C)c1ccccc1OCCCCCN1CCOCC1	i	.	i	i	i	13*	i	i	i	-7	0
COC(=O)c1cc(S(=O)(=O)N(Cc2ccccc2)C(C)(C)C)c[nH]1	i	.	i	i	i	i	i	i	i	-9	-18
CC(=O)c1ccc(NC(=O)c2ccc(CNc3c(N4CCOCC4)c(=O)c3=O)cc2)cc1	i	-2	i	i	i	i	i	i	i	-12	3
CCN(CC)CCC(=O)N1c2ccccc2CCc2ccc(NC(=O)OC(C)C)cc21	i	-3	i	i	i	i	i	i	i	-12	4
Cc1ccc(S(=O)(=O)N(C(=O)c2ccncc2)c2ccc(OC(=O)c3ccncc3)cc2)cc1	i	4	i	i	i	i	i	i	i	-4	-1
CCOc1ccc(/C(O)=C2/C(=O)C(=O)N(CCN(CC)CC)C2c2ccco2)cc1 (centres undefined)	i	1	i	i	i	i	i	i	i	0	-7
COC(=O)c1ccccc1S(=O)(=O)NNC(=O)c1ccccc1-n1cccc1	i	5	i	i	i	i	i	i	i	-4	-19
O=C(CCn1c(=S)oc2ccccc21)Nc1cccc(F)c1	i	.	i	i	i	i	i	i	i	-12	1
CS(=O)(=O)N1CCN=C1SCc1ccc(Br)cc1	i	-4	i	i	i	i	i	i	i	-11	-6
CCCCN1C(=O)C(O)(CC(=O)c2ccccc2OC)c2ccccc21 (centres undefined)	i	-10	i	i	i	i	i	i	i	1	14
Cn1cccc1C(=O)NC(=O)COC(=O)CC12CC3CC(CC(C3)C1)C2	i	0	i	i	i	i	i	i	i	-3	3
CCCNS(=O)(=O)c1ccc(OCC(=O)Nc2ccc3c(c2)OCCO3)c(C)c1	i	16	i	i	i	i	i	i	i	-6	-1
COc1ccc(OC)c(/C=N/NC(=O)CN2CCSCC2)c1	i	-3	i	i	i	i	i	i	i	-7	-28

# The list continues.
smiles	KCNQ1 act	Dyrk1A ADPGlo	KCNK3 block	PolyA inh	KCNQ1 inh	TRPC4 PAM	TRPC4 act	KCNK9 block	TRPC4 inh	hERG rescue	Platelet DG rel
O=C(CCNC(=O)N1CCn2c1nc1ccccc12)NCc1ccccc1	i	-2	i	.	i	i	i	i	i	-7	-4
CC(C)(C)C(=O)N1CCN(c2nc3ccc(Cl)cc3s2)CC1	i	-3	i	i	i	i	i	i	i	-7	4
COc1ccc(CC(=O)Nc2ccccc2C(=O)N2CCOCC2)cc1OC	i	-4	i	i	i	i	i	i	i	-5	10
O=C(CCc1nc2ccccc2c(=O)[nH]1)NNC(=O)c1ccccc1Cl	i	-6	i	i	i	i	i	i	i	-13	0
Cc1ccc(-c2csc(NC(=O)/C=C/c3ccco3)c2C(=O)O)cc1	i	2	i	i	i	i	i	i	i	-9	-3
CC1CCC(CN2C(Nc3ccccc3)=NC[C@@H]2C)CC1 (some centres undefined)	i	-4	i	i	i	i	i	i	i	-6	-3
Cc1ccccc1NC(=O)CN1C(=O)COc2ccc(Cl)cc21	i	-11	i	i	i	i	i	i	i	-8	4
COCc1cc(Sc2cccc(Cl)c2Cl)nc(-c2ccccc2)n1	i	-4	i	i	i	i	i	i	i	-6	-3
O=C(CCSCCc1ccccn1)Nc1ccc(Br)cc1F	i	-3	i	i	i	i	i	i	i	-5	1
CCOc1ccc(OCc2ccc(C(=O)N3CCCCC3)o2)cc1	i	4	i	i	i	10*	i	i	i	-11	-9
COc1ccc(C(C)C)cc1S(=O)(=O)Nc1ncn[nH]1	i	-2	i	i	i	i	i	i	i	-1	-2
Cc1ccc(Sc2cc(Cl)nc(N)n2)cc1	i	5	i	i	i	i	i	i	i	-4	-2
C=CCN1C=CC(=C/C=C(/C#N)C(=O)OCC)C=C1	i	-1	i	i	11*	i	i	i	i	-23	-2
COc1ccc(Cl)cc1C(=O)NNC(=O)c1csc(N2CCOCC2)n1	i	5	i	i	i	i	i	i	i	-13	-1
CCC(=O)Nc1cc(OC)cc(OC)c1	i	.	i	i	i	i	i	i	i	-10	6

# Carrying on:
smiles	KCNQ1 act	Dyrk1A ADPGlo	KCNK3 block	PolyA inh	KCNQ1 inh	TRPC4 PAM	TRPC4 act	KCNK9 block	TRPC4 inh	hERG rescue	Platelet DG rel
C=CCn1c(SCC(=O)Nc2ccc(OC)cc2)nnc1-c1cnccn1	i	1	i	i	i	i	i	i	i	-7	-2
Cc1csc(NC(=O)C2CC(=O)N(c3ccc(C)c(C)c3)C2)n1 (centres undefined)	i	2	i	i	i	i	i	i	i	-3	-3
O=C(Cn1c(C(F)(F)F)nc2ccccc21)Oc1cccc(C(F)(F)F)c1	i	5	i	i	i	i	i	i	i	-9	.
COc1ccc(OCCCNCCc2ccccc2)cc1	i	4	i	i	i	i	i	i	i	-3	-3
COC(=O)c1ccc(C(=O)N2CCCC(Nc3ccc(F)c(F)c3)C2)cc1 (centres undefined)	i	-5	i	i	i	i	i	i	i	-15	-8
CCC(C)c1ccc(NC(=S)NC2CCN(Cc3ccccc3)CC2)cc1 (centres undefined)	i	-7	i	i	i	i	i	i	i	-8	7
CC(=O)Nc1ncc(Cc2cc(Cl)ccc2Cl)s1	i	-2	i	i	i	i	i	i	i	-3	5
NCCCn1c(C(=O)c2ccc(Cl)cc2)c2ccc(C(F)(F)F)cc2[n+]1[O-]	i	3	i	i	i	i	i	i	i	-14	-4
O=C(N/N=C\c1ccccn1)c1cccc(C(=O)N/N=C\c2ccccn2)n1	i	5	i	i	i	i	i	i	i	-4	10
O=C(NCCc1ccccc1)/C(=C\c1ccc([N+](=O)[O-])cc1)NC(=O)c1ccc(Br)cc1	i	.	i	i	i	i	i	i	i	-11	-1
CN1CCN(CC(O)(c2ccc(Cl)cc2)c2ccc(Cl)cc2)CC1	i	0	i	i	i	i	i	i	i	-17	5
Cc1ccc(NC(=O)CS(=O)CC(=O)NCC2OCCc3ccccc32)c(C)c1 (centres undefined)	i	1	i	i	i	i	i	i	i	-1	13
CC(C)OC(=O)c1c(NC(=O)CCC(=O)O)sc2c1CCCCC2	i	-3	i	i	i	i	i	i	i	4	-4
COc1ccc(C(=O)Nc2ccc(O)c3c(=O)cc(-c4cccc(Cl)c4)oc23)cc1	i	15	i	i	i	i	i	i	i	-6	0
O=C(CC1C(=O)NCCN1C(=O)Nc1ccc(F)cc1)Nc1cc(Cl)ccc1Cl (centres undefined)	i	4	i	i	i	i	i	i	i	-9	-26

# (more compounds)
smiles	KCNQ1 act	Dyrk1A ADPGlo	KCNK3 block	PolyA inh	KCNQ1 inh	TRPC4 PAM	TRPC4 act	KCNK9 block	TRPC4 inh	hERG rescue	Platelet DG rel
CCCn1c(N)c(C(c2ccc(OC)cc2)N2CCN(c3ccccc3)CC2)c(=O)[nH]c1=O (centres undefined)	i	-1	i	i	i	i	i	i	i	-8	7
CCOC(=O)C(Oc1ccc2c(-c3ccccc3)cc(=O)oc2c1C)c1ccccc1 (centres undefined)	i	-1	i	i	i	i	i	i	i	-14	0
NNc1ncnc2scc(-c3ccc(Cl)cc3)c12	i	2	i	i	i	i	i	i	i	-10	6
COC(=O)c1ccc(COC(=O)C2CCN(S(=O)(=O)c3ccc(C)c(C)c3)CC2)o1	i	2	i	i	i	i	i	i	i	-8	-8

# Screening data: PubChem, several laboratories
